Source: PubChem BioAssay (several laboratories)
SRC3 inh: human NCOA3 inhibition. Q9Y6Q9. HEK293 GAL4-SRC3 luciferase reporter, luminescence. inhibition, % at 3.6 µM. hit rate 0.17% among 360,000;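 active = inhibition above a per-campaign cutoff, the mean of all compounds plus 3 SD, cut at about 60% in these data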;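 also: 0% = DMSO-treated cells and 100% = gossypol-treated cells at 36 µM; higher means less SRC3-driven luciferase light from the GAL4 reporter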
NCOA1 inh: inhibitors of human steroid receptor coactivator 1 (SRC1); AID 588354; HEK293 GAL4-SRC1 luciferase reporter, luminescence; inhibition, % at 3.6 µM; hit rate 0.12% among 360,000; Q15788;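 active = inhibition above the campaign mean plus 3 SD, with each screening campaign given its own cutoff, cut at about 60% in these data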;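 also: 0% = DMSO treated cells and 100% = gossypol at 36 µM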
ABHD5 PLIN5 PPI: ABHD5-PLIN5 protein interaction inhibition | Split G. princeps luciferase complementation, luminescence, 4 h | inhibition, % at 4 µM | hit rate 0.78% among 360,000;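 active = inhibition above the mean inhibition across every tested compound plus 3 SD, cut at about 22% in these data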;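 also: 0% = DMSO only wells and the 100% control is not disclosed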
SRC2 inh: inhibits human steroid receptor coactivator 2; hit rate 0.17% among 370,000; HEK293 GAL4-SRC2 luciferase reporter, luminescence; inhibition, % at 9 µM; AID 651957;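 active = inhibition above the mean inhibition of all tested compounds plus 3 SD, set per campaign, cut at about 52% in these data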;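 also: 0% = DMSO treated cells and 100% = cells given Gossypol at 36 µM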
NR2F2 inh: NR2F2 (human) inhibition, primary screen; P24468; HEK293T NGFI-A luciferase reporter, luminescence; inhibition, % at 8.6 µM; hit rate 0.7% among 370,000;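 active = inhibition above a per-plate cutoff, mean inhibition of test wells between control levels plus 3 SD, cut at about 38% in these data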;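 also: cells cotransfected with COUP-TFII expression vector driving the NGFI-A reporter; 0% = median of COUP-TF2 test wells and 100% = reporter-only cells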
MC4R barr agon: agonists of human melanocortin 4 receptor (MC4R) beta-arrestin; P32245; U2OS MC4R beta-arrestin complementation, luminescence; percent of melanotan II response, DMSO zero; hit rate 0.98% among 360,000; AID 540308; activation, % at 8.9 µM;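 active = activation above a per-plate cutoff, the mean activation of sample wells on that plate plus 3 SD, cut at about 8% in these data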
NOD2 RIPK2 PPI: blocks binding of human NOD2 to RIPK2; CHO BLA complementation NOD2-RIPK2, CCF4 ratio; inhibition, % at 4.98 µM; hit rate 0.38% among 360,000; AID 624267; in the data active = inhibition above about 21%;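 also: 0% = vehicle only and 100% = reference blocker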
MC4R antag cAMP: human MC4R antagonism in cAMP assay. MC4R-expressing cells, MTII-stimulated cAMP, LANCE TR-FRET. inhibition, % at 6.5 µM. hit rate 0.48% among 360,000;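 active = inhibition above its plate's cutoff, the mean of tested wells on that plate plus 3 SD, cut at about 29% in these data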;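 also: 0% = Melanotan II alone and 100% = Melanotan II plus saturating MCL0020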
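system = U2OS cells with stable human MC4R expression | also added = Melanotan II challenge after compound preincubation | dosing = one concentration, 6.5 µM nominal | incubation = compound 30 min, challenge 1 h, detection 1 h | measured by = TR-FRET with Eu-cAMP and labeled anti-cAMP, 671 nm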
EBV LMP1 NFkB: Epstein-Barr LMP1 NF-kappaB reporter inhibition | LMP1-induced NF-kappaB luciferase reporter cells, luminescence | inhibition, % at 12.5 µM | AID 504558 | hit rate 0.69% among 350,000; in the data active = inhibition above about 41%;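 also: 0% = neutral control wells and 100% = reference inhibitor control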
LRH-1 inv ag: inverse agonists of human LRH-1 (NR5A2); O00482; HEK293T StAR-luciferase reporter, LRH-1 transfected, 24 h; inhibition, % at 3.6 µM; hit rate 0.13% among 360,000; AID 602396;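 active = inhibition above the mean inhibition of all tested compounds plus 3 SD, cut at about 73% in these data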;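 also: 0% = DMSO wells and 100% = reporter-only cells lacking LRH-1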
TLR9-MyD88 block: inhibitors of human TLR9-MyD88 binding. CHO BLA complementation TLR9-MyD88, CCF4 FRET ratio. AID 504734. hit rate 0.21% among 340,000. Q9NR96+Q99836. inhibition, % at 4.98 µM;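 active = inhibition above the mean over all tested compounds plus 3 SD, cut at about 21% in these data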;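 also: 0% = DMSO only wells and 100% = clavulanate BLA inhibitor control wells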
Target sequence (Q99836 whole entry, looked up): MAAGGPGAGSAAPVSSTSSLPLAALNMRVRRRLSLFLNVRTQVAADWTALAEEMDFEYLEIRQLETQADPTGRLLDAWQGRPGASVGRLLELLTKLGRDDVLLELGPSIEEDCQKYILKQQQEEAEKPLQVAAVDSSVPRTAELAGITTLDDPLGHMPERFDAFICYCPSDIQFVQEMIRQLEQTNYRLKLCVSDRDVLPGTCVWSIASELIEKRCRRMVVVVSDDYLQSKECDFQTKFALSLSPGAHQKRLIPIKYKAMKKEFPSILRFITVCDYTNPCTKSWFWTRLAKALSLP
Target sequence (Q9NR96 whole entry, looked up): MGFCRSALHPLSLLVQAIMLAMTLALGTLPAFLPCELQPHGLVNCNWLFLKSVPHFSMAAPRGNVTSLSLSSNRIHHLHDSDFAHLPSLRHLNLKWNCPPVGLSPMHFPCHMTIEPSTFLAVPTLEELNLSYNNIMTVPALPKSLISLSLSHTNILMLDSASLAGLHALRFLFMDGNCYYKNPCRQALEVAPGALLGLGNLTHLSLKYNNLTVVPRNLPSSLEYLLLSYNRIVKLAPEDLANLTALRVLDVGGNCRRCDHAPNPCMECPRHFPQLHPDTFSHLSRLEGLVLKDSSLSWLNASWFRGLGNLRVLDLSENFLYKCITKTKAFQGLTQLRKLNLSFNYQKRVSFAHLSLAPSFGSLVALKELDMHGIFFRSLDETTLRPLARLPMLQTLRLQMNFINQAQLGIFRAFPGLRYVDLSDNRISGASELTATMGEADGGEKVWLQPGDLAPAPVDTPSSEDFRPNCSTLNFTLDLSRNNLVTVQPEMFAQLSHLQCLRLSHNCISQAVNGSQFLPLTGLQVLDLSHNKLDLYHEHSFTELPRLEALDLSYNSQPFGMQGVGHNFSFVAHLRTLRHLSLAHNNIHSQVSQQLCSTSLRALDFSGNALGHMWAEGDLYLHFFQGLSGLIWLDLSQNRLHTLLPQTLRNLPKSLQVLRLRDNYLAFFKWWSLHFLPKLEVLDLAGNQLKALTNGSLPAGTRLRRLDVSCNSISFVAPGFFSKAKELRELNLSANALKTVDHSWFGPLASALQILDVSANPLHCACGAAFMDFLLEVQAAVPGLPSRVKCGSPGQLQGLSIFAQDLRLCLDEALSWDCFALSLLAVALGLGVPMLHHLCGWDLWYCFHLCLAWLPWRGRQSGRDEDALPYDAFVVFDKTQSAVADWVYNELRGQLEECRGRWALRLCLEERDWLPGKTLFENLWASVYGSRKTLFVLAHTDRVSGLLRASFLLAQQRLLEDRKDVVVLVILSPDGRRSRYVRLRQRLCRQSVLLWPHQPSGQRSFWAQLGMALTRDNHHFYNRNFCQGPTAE
* marks the source's active call; other numbers are inactive results; . = no result given.

smiles	SRC3 inh	NCOA1 inh	ABHD5 PLIN5 PPI	SRC2 inh	NR2F2 inh	MC4R barr agon	NOD2 RIPK2 PPI	MC4R antag cAMP	EBV LMP1 NFkB	LRH-1 inv ag	TLR9-MyD88 block
Cc1nn(-c2ccccc2)cc1C(=S)Nc1ccccc1	-53	-60	-8	-29	-12	0.1	-7	3	-35	-118	6
COc1ccc(C2CN=NC23CCc2ccccc2C3=O)cc1 (configuration not stated)	-1	3	2	-14	3	1.4	-1	3	-3	-23	-4
CCOC(=O)C1CCCN(CC(=O)Nc2c(C(=O)OC)[nH]c3ccc(Br)cc23)C1 (configuration not stated)	1	-3	5	11	10	4.4	5	-7	3	-10	3
CCCCn1c(SCC(=O)NC2CC(C)(C)NC(C)(C)C2)nc2cc(S(N)(=O)=O)ccc21	20	-8	1	7	6	-0.5	-1	-3	4	-5	-8
O=C(CN1CCN(Cc2ccccc2)CC1)N1CCCCCC1	4	12	0	-8	11	-3.9	1	7	-3	26	10
O=C(NCc1cccc(Cl)c1)c1ccc(-c2cccnc2)c2ccoc12	-53	-43	14	-19	6	1.4	4	4	.	-72	.
COc1ccc(S(=O)(=O)N2CCCC(C(=O)NCCN3CCOCC3)C2)cc1C (configuration not stated)	-4	-13	-2	-1	-4	-2.4	2	-7	-4	4	3
O=c1oc2ccccc2n1CSC1=NCCS1	26	4	-2	1	11	-1.7	6	-6	10	28	-8
CC1C(=O)N(Cc2ccccc2)c2ccccc2N1C(=O)c1ccccc1 (configuration not stated)	2	-7	-10	22	14	-0.8	6	6	0	-11	-8
Cc1ccc(NS(=O)(=O)c2c(C(=O)N3CCOCC3)c(C)n(C)c2C)cc1	11	0	1	-32	-2	-0.6	-7	2	-1	-1	-13
O=C(O)C(CO)N=Cc1c(O)c2ccccc2oc1=O (configuration not stated)	9	7	7	23	-20	-0.9	4	-14	0	10	2
CCOC(=O)/C(=C\C=C\c1ccccc1)NC(=O)c1ccccc1	14	-9	5	5	6	-1.4	6	-7	0	-8	3
COc1ccc(S(=O)(=O)NCC(c2cccnc2)N2CCN(C)CC2)cc1OC (configuration not stated)	0	0	3	2	12	-2.1	-6	4	0	9	-2
COC(=O)c1ccc(C(=O)OCc2nc3cc4ccccc4cc3[nH]2)cc1	15	8	-1	-17	-3	-1.0	7	6	4	8	-8
O=C(O)c1ccc(S(=O)(=O)c2ccccc2)s1	-31	10	6	17	-2	-1.0	2	7	-7	20	-3
O=C(N/N=C/c1ccc(O)cc1)c1csc2c1CCCC2	-14	-30	2	-31	-24	-1.2	0	-6	-8	-85	-7
O=c1c2nnn(-c3ccc(Cl)cc3)c2ncn1Cc1ccccn1	17	14	-5	22	10	-1.6	-2	-1	5	2	15
CC1CCC2(CC1)NC(=O)N(CC(=O)N1CCc3ccccc3C1)C2=O (configuration not stated)	-10	-44	4	5	1	-1.6	3	8	-2	-12	11
Cc1c(OC(C)C(=O)NCC2CCC(C(=O)O)CC2)ccc2c(-c3ccccc3)cc(=O)oc12 (configuration not stated)	-15	-18	-1	-5	-3	-1.8	5	13	2	6	-7
COC(=O)C1CCC(C)(C(=O)Nc2ccccc2)C1(C)C (configuration not stated)	-1	-10	6	3	9	-0.9	-7	-3	-4	5	-12
NC(=O)C[C@@H]1N[C@]2(C(=O)Nc3ccccc32)[C@@H]2C(=O)N(c3cc(C(F)(F)F)ccc3Cl)C(=O)[C@H]12	-2	-22	-2	2	10	-0.3	-1	3	-10	8	-2
Cc1ccc(S(=O)(=O)c2ncccc2N)cc1	0	-8	6	-21	-6	-1.8	6	-4	12	-2	-2
CS(=O)(=O)c1ccc2nc(N)sc2c1	-7	-10	1	-4	-2	-0.6	-7	6	-8	-1	-12
CCOc1ccc(NS(=O)(=O)c2cccc(C(=O)N3CCN(C/C=C/c4ccccc4)CC3)c2)cc1	4	-30	-6	24	3	0.8	-4	8	3	3	-9
COc1ccccc1C(=O)Nc1ccnn1C1CCN(C(=O)c2ccoc2)CC1	12	-5	1	7	-8	-3.5	4	-2	-13	-25	6

Given with values under each structure: entries from further up
Below each compound: SRC3 inh | NCOA1 inh | ABHD5 PLIN5 PPI | SRC2 inh | NR2F2 inh | MC4R barr agon | NOD2 RIPK2 PPI | MC4R antag cAMP | EBV LMP1 NFkB | LRH-1 inv ag | TLR9-MyD88 block
- Cc1nn(-c2ccccc2)cc1C(=S)Nc1ccccc1
→ -53 | -60 | -8 | -29 | -12 | 0.1 | -7 | 3 | -35 | -118 | 6
- COc1ccc(C2CN=NC23CCc2ccccc2C3=O)cc1 (configuration not stated)
→ -1 | 3 | 2 | -14 | 3 | 1.4 | -1 | 3 | -3 | -23 | -4
- CCOC(=O)C1CCCN(CC(=O)Nc2c(C(=O)OC)[nH]c3ccc(Br)cc23)C1 (configuration not stated)
→ 1 | -3 | 5 | 11 | 10 | 4.4 | 5 | -7 | 3 | -10 | 3
- CCCCn1c(SCC(=O)NC2CC(C)(C)NC(C)(C)C2)nc2cc(S(N)(=O)=O)ccc21
→ 20 | -8 | 1 | 7 | 6 | -0.5 | -1 | -3 | 4 | -5 | -8
- O=C(CN1CCN(Cc2ccccc2)CC1)N1CCCCCC1
→ 4 | 12 | 0 | -8 | 11 | -3.9 | 1 | 7 | -3 | 26 | 10
- O=C(NCc1cccc(Cl)c1)c1ccc(-c2cccnc2)c2ccoc12
→ -53 | -43 | 14 | -19 | 6 | 1.4 | 4 | 4 | . | -72 | .
- COc1ccc(S(=O)(=O)N2CCCC(C(=O)NCCN3CCOCC3)C2)cc1C (configuration not stated)
→ -4 | -13 | -2 | -1 | -4 | -2.4 | 2 | -7 | -4 | 4 | 3
- O=c1oc2ccccc2n1CSC1=NCCS1
→ 26 | 4 | -2 | 1 | 11 | -1.7 | 6 | -6 | 10 | 28 | -8
- CC1C(=O)N(Cc2ccccc2)c2ccccc2N1C(=O)c1ccccc1 (configuration not stated)
→ 2 | -7 | -10 | 22 | 14 | -0.8 | 6 | 6 | 0 | -11 | -8
- Cc1ccc(NS(=O)(=O)c2c(C(=O)N3CCOCC3)c(C)n(C)c2C)cc1
→ 11 | 0 | 1 | -32 | -2 | -0.6 | -7 | 2 | -1 | -1 | -13

New compounds follow:
smiles	SRC3 inh	NCOA1 inh	ABHD5 PLIN5 PPI	SRC2 inh	NR2F2 inh	MC4R barr agon	NOD2 RIPK2 PPI	MC4R antag cAMP	EBV LMP1 NFkB	LRH-1 inv ag	TLR9-MyD88 block
COC(=O)C1=C(C)NC(C)=C(C(=O)OCC2CCCO2)C1c1cccc(Cl)c1 (configuration not stated)	17	13	3	-1	10	-3.5	-3	1	1	12	-4
CCN(CCCNC(=O)c1cc2c(-c3cccc(OC)c3)nn(C)c2s1)Cc1ccccc1	-4	11	7	-11	-5	0.7	-5	2	7	-30	-2
Cc1ccc(C)c(CSCc2nc3ccccc3[nH]2)c1	17	-16	11	-16	35	-1.4	-8	3	-2	-1	-6
O=C1NCCCc2c1oc1ccc(O)cc21	15	8	-3	6	11	-0.9	0	1	12	26	-12
O=C(COn1nnc2ccc(Cl)cc21)Nc1ccc(F)cc1	2	10	1	-13	-1	4.0	-6	9	-2	-10	-9
CCNc1nc(NCC)nc(SCCOC(=O)COc2ccc(Cl)cc2Cl)n1	5	1	2	-7	-8	1.4	3	8	12	15	0
CCN(CC)S(=O)(=O)c1cc(NC(=O)Cc2ccc(S(=O)(=O)N3CCOCC3)s2)ccc1Cl	22	14	0	32	64*	-2.8	6	16	12	25	-3
CC(C)[C@H](NC(=O)OCc1ccccc1)C(=O)OCC(=O)Nc1ccc(N2CCOCC2)cc1	-5	-1	-2	-21	8	-2.5	5	19	-10	45	-8
CCOC(=O)N1CCN(S(=O)(=O)c2c(C)cc(C)cc2C)CC1	-2	5	-17	9	13	-1.5	1	3	4	-18	-1
CCOC(=O)CN1CC23C=CC(O2)C(C(=O)N2CCN(c4ccc(F)cc4)CC2)C3C1=O (configuration not stated)	-7	-27	6	0	5	0.2	7	6	-1	25	-1
COc1ccccc1-n1ccnc1SCC(=O)NC1CCCC1	-3	-56	1	-9	-6	-1.5	-9	1	6	-15	14
Cc1nccn1CCC(=O)O	-4	-27	5	-20	10	-0.6	-3	19	0	5	-4
CC(C)(C)OC(=O)NCCc1onc(-c2ccc([N+](=O)[O-])cc2)c1C(=O)O	4	-7	8	-11	1	-1.6	-3	20	3	-5	5
CC(C)C(NS(=O)(=O)c1cccc2nsnc12)C(=O)Nc1nccs1 (configuration not stated)	-1	4	2	6	6	-1.5	8	-2	0	-1	2
COCCOC(=O)c1c(C)n(C)c2ccc(OC(=O)N3CCOCC3)cc12	0	1	-2	-13	-32	1.5	-2	1	-8	9	-4
OCCSc1nnc(Nc2ccccc2)s1	-13	-26	0	-33	-18	-0.1	0	5	-10	-20	-12
CCOc1ccc(NC(=O)CN(c2ccc([N+](=O)[O-])cc2)S(=O)(=O)c2ccccc2)cc1	24	13	-5	12	10	1.9	2	6	3	10	6
CC1CC(C)CN(S(=O)(=O)c2ccc(C(=O)Nc3nnc(C4CC4)o3)cc2)C1 (configuration not stated)	8	7	1	-8	6	-2.6	-5	-2	5	-13	-5
COc1ccc(CCC(=O)N/N=C\c2cccs2)cc1	-7	-6	-9	-8	6	-1.5	-7	1	-4	-3	4
CC(=O)Nc1ccc(NC(=O)CSc2nnc3ccc(-c4ccc(F)cc4)nn23)cc1	2	-2	-2	13	9	0.3	-1	6	-2	10	1
CNC(=O)CN(C1CCCCC1)S(=O)(=O)c1ccc(OC)c(Cl)c1	8	-10	1	-46	10	-1.1	2	-5	16	-12	3
Cc1ccc(OCc2cc(C(=O)N3CCN(C4CCCCC4)CC3)no2)cc1C	-43	-32	1	-40	-16	-0.5	12	0	-12	-41	-9
O=c1[nH]c(=S)[nH]cc1Oc1ccc(Br)cc1Br	-2	9	3	9	-16	0.7	-18	8	4	6	-4
O=C(Nc1ccc(Cl)c(Cl)c1)N1CC=C(c2ccccc2)CC1	1	-15	-6	-53	-17	0.8	-11	4	4	-23	-2
COc1cccc(/C=N/Nc2nn3cnnc3c3ccccc23)c1O	18	16	4	-8	0	2.0	-20	-6	15	1	-7
CCCc1cc(=O)oc2cc(OCC(=O)NCCCN3CCOCC3)ccc12	11	12	3	1	8	-1.8	-8	-4	-4	34	-10
CCCc1cc(=O)n2[nH]c(C)c(-c3ccccc3OC)c2n1	-8	2	-4	5	2	-0.1	10	6	7	-14	6
Cc1ccc2c(C(=O)CCl)c(C)[nH]c2c1	-7	-19	-1	14	3	-2.7	4	2	4	12	4
Cn1ncc(Br)c1N1C(=O)CCC1=O	8	8	0	8	-18	0.1	3	-3	5	-3	.

These rows are one share of the data; the hit share may differ from the screen's.
